SNCA viab count: GF-AFC viability counterscreen for inhibitors of alpha-synuclein gene (SNCA) expression | HEK-293-SNCA-luc viability, GF-AFC fluorescence, 24 h | Potency, µM (top dose mostly 57.1 µM), inactives show at the highest dose activity change, negative = cytotoxicity, actives largely listed as cytotoxic | 150,000 tested, 0.12% active | AID 1671193, 2021;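 note: potency is the fitted concentration of half-maximal effect; 0% = DMSO-treated cells and -100% = medium-only wells without cells; nearly all actives have a fitted effect of over 30% in size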
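Cytotoxicity counterscreen: after 24 h compound treatment of genome-edited SNCA-luciferase HEK-293 cells, live-cell protease substrate GF-AFC read by fluorescence after 30 min; activity scaled between DMSO (0%) and medium-only (-100%), curves Hill-fitted.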
FLuc inh: Firefly luciferase inhibition profiling of diverse chemical library using quantitative high-throughput screening | Luciferin 4-monooxygenase (Photinus pyralis), P08659 | purified P. pyralis luciferase, luminescence, biochemical | Potency, µM (top dose mostly 115 µM), for the others: top-dose activity change, negative = inhibition, most hits filed as inhibitors | 76,000 tested, 2.5% active | AID 1347043, 2019; note: potency is the fitted concentration of half-maximal effect; nearly all actives have a fitted effect of over 65% in size
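Luminescence read by CCD imager after adding enzyme (10nM final) to wells holding compound, titrated in qHTS. Substrates 10uM each D-luciferin and ATP; buffer 50mM Tris acetate pH 7.5, 10mM Mg acetate, Tween-20, BSA.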
SNCA expr inhib: Primary qHTS assay for inhibitors of alpha-synuclein gene (SNCA) expression | HEK-293 SNCA-luciferase knock-in, luminescence, 24 h | 140,000 tested, 0.17% active | Potency, µM (series often up to 57.2 µM), for the others: top-dose activity change, negative = inhibition, most hits filed as inhibitors;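 note: potency is the fitted concentration of half-maximal effect; plate controls were DMSO cells for no effect and cell-free wells for full effect; nearly all actives have a fitted effect of over 45% in size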
GPT2 inh: Primary qHTS assay for inhibitors of Glutamate pyruvate transaminase 2 (GPT2) | Alanine aminotransferase 2 (Homo sapiens), Q8TD30 | Recombinant GPT2, coupled pyruvate oxidase/HRP Amplex Red fluorescence | Potency, µM (doses to about 57.7 µM), for the others: at the highest dose activity change, negative = inhibition, hits mostly inhibitors | 100,000 tested, 0.25% active | AID 1671188, 2021; note: potency is the fitted concentration of half-maximal effect; nearly all actives have a fitted effect of over 60% in size; many of its hits are not listed in these tables
Target sequence (Q8TD30 whole entry, looked up): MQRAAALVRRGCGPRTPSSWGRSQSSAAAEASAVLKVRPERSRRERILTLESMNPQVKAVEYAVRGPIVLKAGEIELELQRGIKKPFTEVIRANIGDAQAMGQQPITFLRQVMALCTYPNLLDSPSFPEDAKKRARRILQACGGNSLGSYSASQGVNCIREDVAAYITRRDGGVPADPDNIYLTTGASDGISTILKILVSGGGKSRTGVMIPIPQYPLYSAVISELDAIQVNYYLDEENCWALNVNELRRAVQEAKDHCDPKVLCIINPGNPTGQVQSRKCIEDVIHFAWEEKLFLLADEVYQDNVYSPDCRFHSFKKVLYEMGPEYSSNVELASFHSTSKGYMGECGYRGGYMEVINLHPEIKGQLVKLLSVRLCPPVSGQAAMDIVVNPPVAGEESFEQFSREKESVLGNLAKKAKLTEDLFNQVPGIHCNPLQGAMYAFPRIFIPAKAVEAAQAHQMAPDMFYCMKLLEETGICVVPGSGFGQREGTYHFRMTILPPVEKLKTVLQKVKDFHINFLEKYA
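Recombinant GPT2 (10ng/uL) with 250uM a-KG and 2mM L-alanine, 30 min at room temperature, in HEPES pH 7.5 buffer. Pyruvate detected by pyruvate oxidase/HRP/Amplex Red fluorescence after 30 min in the dark; AOA (50uM) as positive control.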
IP6K1 inh: Primary qHTS assay for small molecule inhibitors of Inositol hexaphosphate kinase 1 (IP6K1). 140,000 tested, 0.81% active. activity change, % (series mostly up to about 58 µM). AID 1645851, 2021. Inositol hexakisphosphate kinase 1 (Homo sapiens), Q92551. IP6K1 kinase, ADP-Glo luminescence, 2 h; active compounds read low; in the data active = activity change below about -25%
Target sequence (Q92551 whole entry, looked up): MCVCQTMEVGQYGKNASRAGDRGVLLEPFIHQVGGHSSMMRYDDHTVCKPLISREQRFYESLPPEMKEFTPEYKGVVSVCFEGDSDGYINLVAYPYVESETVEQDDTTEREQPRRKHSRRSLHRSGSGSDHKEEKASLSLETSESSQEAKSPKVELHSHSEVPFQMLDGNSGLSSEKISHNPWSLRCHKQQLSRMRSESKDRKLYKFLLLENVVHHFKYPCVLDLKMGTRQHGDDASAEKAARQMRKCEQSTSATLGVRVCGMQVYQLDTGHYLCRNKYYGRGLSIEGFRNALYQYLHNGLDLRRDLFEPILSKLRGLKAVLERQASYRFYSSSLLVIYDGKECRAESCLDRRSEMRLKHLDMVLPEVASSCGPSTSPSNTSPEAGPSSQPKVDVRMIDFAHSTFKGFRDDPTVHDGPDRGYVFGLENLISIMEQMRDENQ
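ADP-Glo luminescence measures ADP made by human IP6K1 during a 2 h RT reaction with ATP/IP6 (mix at 1.3 mM/130 uM); top library doses 57.5 and 19.1 uM final.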
HEK293 tox: Cytotoxic Profiling in HEK 293 Cell Line of Diverse Libraries Using Quantitative High-Throughput Screening. HEK 293 viability, ATP luminescence (CellTiter-Glo), 48-72 h. Potency, µM (series often up to 115 µM), for inactives: top-dose activity change, negative = cytotoxicity, usual class: inhibitors. 94,000 tested, 6.6% active. AID 1345083, 2018; note: potency is the fitted concentration of half-maximal effect; nearly all actives have a fitted effect of over 60% in size
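Cytotoxicity was scored by loss of ATP-coupled luminescence (CellTiter-Glo) in HEK 293 cells. Compound treatment ran 48 or 72 hr at 37 degree Celsius, 5% CO2, 95% humidity.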
NIH3T3 tox: Cytotoxic Profiling in NIH 3T3 Cell Line of Diverse Libraries Using Quantitative High-Throughput Screening; NIH 3T3 viability, CellTiter-Glo ATP luminescence, 48-72 h; Potency, µM (top dose mostly 96.7 µM), without a hit: at the top dose activity change, negative = cytotoxicity, hits mostly inhibitors; 94,000 tested, 4.3% active; AID 1345082, 2018; note: potency is the fitted concentration of half-maximal effect; nearly all actives have a fitted effect of over 55% in size
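Mouse fibroblast NIH 3T3 cells, 400 per well, received compound via pintool and were incubated for 48 or 72 hr prior to CellTiter-Glo ATP luminescence measurement.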
Starred values were filed as active, the others as inactive; i = inactive; ? = inconclusive; . = not tested or not shown; & = joins results of further samples; [ ] = remark or other dose. Unless noted, calls come from the whole dose curve; as a rule, active = well fitted curve in the direction sought with a large enough effect; inconclusive = small, poorly fitted or top-dose-only effect, or another doubt; inactive = no such curve, though single readings can be large; an effect the other way counts as inactive or inconclusive. Unless noted, % is set by controls: 0 for no effect and ±100 for the full control effect. This is a random part of the collection; about 7.7% have a hit in one of these screens.

Sequence of screens – SNCA viab count, FLuc inh, SNCA expr inhib, GPT2 inh, IP6K1 inh, HEK293 tox, NIH3T3 tox
> CN1CC2(CCN(Cc3ccccn3)CC2)CC1C(=O)N1CCOCC1 (centres undefined)
    4.5%, -9.9%, 43.7%, -4.7%, -3.9, -21.1%, -3.5%
> COc1ccccc1-n1cc(C(=O)NC[C@@H]2C[C@H](F)CN2)cn1
    ?, 5.6%, -0.9%, 1.1%, 37.0, -8.9%, -14.7%
> O=S(=O)(NCc1ccccn1)c1ccc(Br)c2ccccc12
    8.8%, ., ., i, -5.4, ., .
> CCc1ccc(N2CCn3c2nc2c3c(=O)n(C/C=C/c3ccccc3)c(=O)n2C)cc1
    7.8%, ., 25.8%, ., 0.1, ., .
> CCc1nccc(CN2CCC(c3nn(C)c(=O)n3CC)CC2)n1
    3.0%, 9.8%, 9.6%, i[11.5 µM], -2.0, -1.9%, -8.8%
> COC(=O)C1=C(C)NC(=O)C1(NC(=O)c1cc(OC)c(OC)c(OC)c1)C(F)(F)F (centres undefined)
    10.8%, ., -4.5%, ., 7.5, ., .
> O=C(Nc1cccc(Cl)c1)[C@@H]1COCC(=O)N1Cc1ccccc1
    -11.3%, 5.1%, ?, -0.7%, 4.7, -11.4%, -31.8%
> COc1ccc(C2(C(=O)N3CCC(Cc4nc(-c5ccc(F)cc5)no4)CC3)CC2)cc1
    -16.1%, 4.2%, ?, i, 2.8, ?, ?
> CCN1CCN(CCCNC(=O)Cn2nc(C)n3c(cc4cc(C)ccc43)c2=O)CC1
    4.3%, ., -1.5%, ., -16.0, ., .
> COc1ccc(-c2ccnc(N[C@H]3CO[C@H]4[C@@H]3OC[C@@H]4NC(=O)NCc3ccccc3)n2)cc1
    -8.4%, -16.3%, ?, -8.3%, -16.0, ?, ?
> COc1ccc(-c2nc3c(c(=O)[nH]2)CCN(C(=O)c2nccc4ccccc24)C3)cc1
    4.8%, -7.0%, -18.6%, ?, 32.5, -24.8%, ?
> COc1cccc(NC(=O)COc2cccc(-c3nnc4n3CCCC4)c2)c1
    -7.4%, -6.4%, -17.2%, 0.3%, 16.0, -25.0%, -5.3%
> Cc1noc(C)c1-c1ccc2c(n1)CN(Cc1nc3ccccc3s1)C(=O)CO2
    6.9%[87.6 µM], -0.6%[172 µM], 12.3%[87.6 µM], 1.2%[88.5 µM], -5.9, ?, ?
> COC(=O)c1c(NC(=O)COc2ccc(Cl)cc2C)sc2c1CCCCC2
    11.5%, ., 6.9%, ., -14.4, ., .
> O=C(Nc1c(C(=O)c2ccc(F)cc2)oc2ccccc12)c1cc(-c2ccccc2)on1
    -5.3%, ., 9.8%, ., -1.9, ., .

Further structures:
Sequence of screens – SNCA viab count, FLuc inh, SNCA expr inhib, GPT2 inh, IP6K1 inh, HEK293 tox, NIH3T3 tox
> CCc1noc(-c2cccn3c(CNC(=O)c4cccc(Cl)c4)nnc23)n1
    1.4%, 3.1%, -14.6%, -8.2%, 2.0, -11.2%, -11.6%
> CC(C)(C)C(=O)N1CC[C@H]2CC(=O)N(C3CCCCC3)CC[C@H]2C1
    -0.1%[87.6 µM], -7.0%[172 µM], 14.1%[87.6 µM], 4.6%[88.5 µM], -8.0, -23.4%[172 µM], -2.3%[174 µM]
> O=C(N1CCC(c2noc(C3CC3)n2)C1)C1(c2ccccc2)CC1 (centres undefined)
    0.6%, 2.1%, -7.9%, -5.7%, 2.4, 7.3%, -4.0%
> O=C(c1ccc(-c2cccc(F)c2)nc1)N1CCCC(c2ccccc2)CC1 (centres undefined)
    5.2%, -7.1%, -7.9%, -18.0%, 1.9, ?, ?
> O=C(NCc1cccs1)C1CCCN(Cc2cccc(-c3cccs3)c2)C1 (centres undefined)
    -17.8%, ., ?, i, 2.4, 44.7µM*, 39.8µM*
> COc1ccc(C(=O)n2nc(-c3ccc(Cl)cc3)nc2NCc2ccco2)cc1
    -4.2%, ., 10.5%, ., 29.1, ., .
> COCc1nc2nccc(-c3cc(OC)c(OC)c(OC)c3)n2n1
    4.8%, -1.6%, -21.9%, i, 2.9, 10.5%, -10.3%
> COC[C@H]1CCCN1C(=O)C[C@@H]1O[C@H](CNC(=O)c2ccco2)[C@@H](O)[C@H]1O
    3.9%[87.6 µM], -4.1%[172 µM], 3.6%[87.6 µM], 3.8%[88.5 µM], 8.6, ?, -15.0%[174 µM]
> O=[N+]([O-])c1ccccc1-c1ncc[nH]1
    -4.1%[87.6 µM], ., 55.2%[activator][87.6 µM], -6.9%[88.5 µM], 1.1, i, -11.8%[174 µM]
> O=c1cc(CO)occ1O
    8.0%[23.9 µM], ., -5.1%[25.6 µM], i, 15.8, ., .
> O=C1OC(=O)C2C3CCC(O3)C12 (centres undefined)
    -11.9%, ., -29.2%, -6.3%, ., ., .
> COC(=O)CNC(=O)C1=NOC2CN(C(=O)NC(C)C)CC12 (centres undefined)
    0.9%, ., -5.4%, i, -4.1, 1.1%, i
> O=S(=O)(NC1CCCc2nc(-c3ccccc3)ncc21)N1CCCC1 (centres undefined)
    -8.0%, 0.2%, 10.5%, 2.5%, 6.8, ?, -12.1%
> O=C(Nc1ccc2oc(-c3cccnc3)nc2c1)c1cccc(Br)c1
    -1.9%, ., 24.9%, ., -5.4, ., .
> COC1CCCN(Cc2cn(-c3ccc(F)cc3)nc2-c2ccccc2Cl)C1 (centres undefined)
    -28.6%, -5.4%, 4.6%, i, 1.5, ?, ?

(next part)
Sequence of screens – SNCA viab count, FLuc inh, SNCA expr inhib, GPT2 inh, IP6K1 inh, HEK293 tox, NIH3T3 tox
> CCc1ccccc1NC(=O)c1sc2nc3n(c(=O)c2c1C)CCC3
    13.1%, ., 224.5%[activator], ., -0.6, ., .
> Cc1ccc(CNC(=O)Cn2cc(C(=O)c3ccc(F)cc3)c(=O)c3ccc(C)nc32)cc1
    -7.4%, ., 1.4%, ., -3.7, ., .
> CCOc1ccccc1NC(=O)c1c(NCc2sccc2C)sc2c1CCCCC2
    -18.0%, ., -16.7%, ., -5.7, ., .
> O=C(NCCc1ccccc1F)C1CCc2nnc(CN[S+](=O)([O-])c3ccccc3Cl)n21 (centres undefined)
    -2.0%, ., 16.4%, 1.6%, 1.6, -6.9%, -23.4%
> O=C1COCC2(CN1Cc1ccccc1)CN(c1cccnc1)C2
    1.9%[87.6 µM], -2.4%[172 µM], -2.4%[87.6 µM], ?, 3.0, -28.9%[172 µM], 89.1µM*
> COCCn1c(CO)nnc1C1CC(NC(=O)c2ccoc2C)C1 (centres undefined)
    -1.6%, -1.5%, 1.6%, -41.1%, 15.0, -8.1%, -13.2%
> O=C(NCCS(=O)(=O)N1CCN(c2cccc(Cl)c2)CC1)C(c1ccccc1)c1ccccc1
    -3.5%, ., -28.2%, ., 6.6, ., .
> Cc1cccc(NC(=O)Cc2csc(COc3cccc(C)c3)n2)c1
    4.4%, ., 16.0%, ., -22.1, ., .
> CCc1ccc(NCc2cc3cc4c(cc3n(CC(=O)Nc3ccc(OC)cc3)c2=O)OCO4)cc1
    -10.6%, ., -4.1%, ., -2.3, ., .
> Cc1ccc(C(=O)N2CCN(C(=O)c3nnn4c3COC(c3ccc(F)cc3)C4)CC2)cc1C (centres undefined)
    -23.4%, -1.9%, -16.9%, 0.3%, 0.0, 44.7µM*, ?
> COc1cccc(CNCCSc2nnnn2C)c1OCc1ccccc1Cl
    6.6%, ., 72.6%[activator], ., 3.5, ., .
> CN(Cc1cccnc1)Cc1nc(C2(O)CCN(Cc3ccccc3)CC2)cs1
    -0.5%[87.6 µM], -7.4%[172 µM], -9.4%[87.6 µM], i, 6.5, ?, ?
> CCNC(=O)c1ccc(CN2C(=O)NC3(CCS(=O)(=O)CC3)C2=O)cc1
    -11.6%, -1.2%, -16.9%, -12.8%, 12.1, -7.1%, i
> O=C(NCCn1cc(SCc2ccccc2Cl)c2ccccc21)c1cccs1
    -2.0%, ., 9.9%, ., 19.8, ., .
> CC(C)n1nc(-c2cc3cc(O)ccc3[nH]2)c2c(N)ncnc21
    ?, ., -54.6%[25.6 µM], 8.91µM*, -3.4&-6.4, ., .

The list continues.
Sequence of screens – SNCA viab count, FLuc inh, SNCA expr inhib, GPT2 inh, IP6K1 inh, HEK293 tox, NIH3T3 tox
> O=C(c1cc(=O)[nH]c(=O)[nH]1)N1CCc2onc(-c3ccccc3F)c2C1
    3.3%, -1.8%, -3.1%, -12.1%[11.5 µM], 17.9, 2.6%, -2.6%
> CCCCNC(=O)C1CCN(C(=O)c2ncn3c2COC(c2ccccc2)C3)CC1 (centres undefined)
    -2.9%, 7.08µM*, 20.6%, i, -11.7, -2.3%, 2.3%
> O=C(C1CN(C2CCCCC2)C(=O)N1)N1CCC(c2ccccc2)CC1 (centres undefined)
    -10.5%[12.5 µM], ., -9.3%, i, 0.2, ?, ?
> CC(=O)N1CCc2cc(S(=O)(=O)CCC(=O)N3CCC(Cc4nncn4CC4CC4)CC3)ccc21
    -5.8%, 10.1%, -8.2%, i, 7.1, 3.0%, i
> CCCn1c(SCc2nc(-c3ccc(OC)c(OC)c3)no2)nnc1-c1ccccc1
    -2.3%, ., -4.4%, ., -7.2, ., .
> CCC(Oc1ccccc1)C(=O)Nc1ccccc1OCc1cc(=O)n2ccccc2n1 (centres undefined)
    5.9%, ., 16.7%, ., 5.6, ., .
> Cc1ccc(-c2cc(C(=O)NCc3ccc4c(c3)OCO4)nn3cnnc23)cc1
    -17.1%, ., -18.7%, 0.5%, -0.9, ?, ?
> CC(=O)Nc1ccc(S(=O)(=O)NCc2ccc(C(=O)NCc3ccc(Cl)cc3)cc2)cc1
    1.1%, ., -22.3%, ., 20.4, ., .
> Cc1ccc(CNC(=O)N2CCCC(Cc3noc(-c4cnccn4)n3)C2)cc1 (centres undefined)
    -8.3%, 0.0%, 8.0%, -12.9%, 6.7, 3.2%, -12.2%
> O=C(c1ccccc1F)N1CCC(C(=O)N2CCCC(c3nc4ccncc4[nH]3)C2)CC1 (centres undefined)
    16.1%, ., 14.8%, i, 31.3, -12.2%, -21.3%
> COc1ccc(S(=O)(=O)N2CC[C@H](NC(=O)Cc3cccs3)C[C@H]2C(=O)N[C@@H](CC2CCCCC2)C(N)=O)cc1
    -5.1%, 4.1%, -6.4%, i, -8.4, ?, ?
> COc1ccc(-c2noc(N(c3cccc(Cl)c3)c3nc(-c4ccc(OC)c(OC)c4)no3)n2)cc1OC
    3.8%, ., 23.2%, ., 6.6, ., .
